L3MBTL1 block – qHTS Assay for the Inhibitors of L3MBTL1 | 0.66% of 230,000 active | AlphaScreen L3MBTL1–H3K9me1 peptide binding | Potency, µM (highest dose often 57.1 µM), for the others: at the top dose activity, negative = inhibition, usual class: inhibitors; active = well fitted inhibition curve with a large enough effect; inconclusive = small, poorly fitted or top-dose-only effect; inactive = no such curve, though single readings can be large or run the other way; also: nearly all actives have a fitted effect of over 60% in size
Target sequence (Q9Y468 whole entry, looked up): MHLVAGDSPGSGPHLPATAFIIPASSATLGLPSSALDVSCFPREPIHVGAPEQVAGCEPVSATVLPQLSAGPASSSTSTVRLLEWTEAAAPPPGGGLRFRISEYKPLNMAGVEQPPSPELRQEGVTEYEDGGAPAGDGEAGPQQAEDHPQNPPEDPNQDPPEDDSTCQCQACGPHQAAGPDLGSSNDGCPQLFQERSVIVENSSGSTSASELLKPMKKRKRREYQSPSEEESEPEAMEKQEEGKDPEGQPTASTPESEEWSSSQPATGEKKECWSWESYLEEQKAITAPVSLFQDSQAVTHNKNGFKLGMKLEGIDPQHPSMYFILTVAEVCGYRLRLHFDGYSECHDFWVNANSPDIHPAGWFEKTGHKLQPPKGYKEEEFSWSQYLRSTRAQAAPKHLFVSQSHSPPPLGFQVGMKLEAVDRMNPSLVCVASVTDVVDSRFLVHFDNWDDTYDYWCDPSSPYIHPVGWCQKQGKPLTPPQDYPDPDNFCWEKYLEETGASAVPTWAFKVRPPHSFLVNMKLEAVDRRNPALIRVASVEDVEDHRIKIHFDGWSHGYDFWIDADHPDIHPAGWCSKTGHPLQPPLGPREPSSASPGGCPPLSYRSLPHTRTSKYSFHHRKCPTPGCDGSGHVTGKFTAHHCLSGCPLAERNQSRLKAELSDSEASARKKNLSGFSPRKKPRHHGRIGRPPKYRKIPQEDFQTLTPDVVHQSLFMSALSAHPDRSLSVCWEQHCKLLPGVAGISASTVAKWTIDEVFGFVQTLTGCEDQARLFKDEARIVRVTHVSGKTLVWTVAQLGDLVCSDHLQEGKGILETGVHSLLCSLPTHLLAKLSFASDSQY
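AlphaScreen assay: L3MBTL1 (50 nM final) was preincubated 30 min at room temperature with biotinylated H3(1-15)K9me1 peptide (75 nM final), then 30 min with library compounds; streptavidin donor and nickel chelate acceptor beads (10 ug/mL final) added, 30 min dark.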
* hit, by the source's call; u = inconclusive; [ ] = dose if it differs, or a comment. % is scaled to controls: 0 for no effect and ±100 for the full control effect; potency is read from the fitted curve at half-maximal effect. Some of the compounds tested, so the mix of outcomes need not match the whole.

L3MBTL1 block | SMILES
-12% | O=C(O)c1cccc(S(=O)(=O)N2CCc3ccccc3C2)c1
7% | CCCN(Cc1nnc(-c2ccccc2Cl)o1)C(=O)c1cc2ccccc2o1
1% | CCS(=O)c1ccccc1C(=O)OCC(=O)Nc1cccc(S(=O)(=O)N2CCCCC2)c1 (configuration not stated)
-1% | CCN1C[C@@H]2[C@@H]3C(=O)N(Cc4ccccc4)C(=O)[C@@H]3[C@](Cc3ccccc3)(C(=O)OC)N2C1=NC1CCCCC1
-5% | Cc1c(C(=O)N2CCC2)oc2c(F)cccc12
5% | COc1ccc(-c2csc(NC(=O)c3cccc(N4C(=O)CCC4=O)c3)n2)cc1OC
-6% | O=C(Nc1ccc(S(=O)(=O)NC2=NCCCCC2)cc1)c1cccs1
-8% | CSCCC(NC(=O)COc1ccccc1)C(=O)OC(C)C(=O)Nc1ccccc1C (configuration not stated)
2% | Cc1onc(-c2ccccc2)c1C(=O)Nc1cccc(S(=O)(=O)NC2=NCCC2)c1
1% | O=C(c1cccc(S(=O)(=O)Nc2ccc(Br)cc2)c1)N1CCCC1
2% | O=S1(=O)CCO[C@H]2Cc3ccccc3[C@H]2N1Cc1ccc(Cl)cc1
-2% | C=Cc1ccc(C2=CC(=O)C[C@H](c3ccc(OC)cc3)C2)cc1
-10% | Cc1ccc(NC(=O)CN(C)C(=O)COC(=O)C2=COCCO2)cc1
-6% | O=C(CCNC(=O)c1ccccc1)Nc1nc2ccccc2s1
9% | O=C(COC(=O)CC1CCCC1)Nc1ccc(Cl)cn1
-4% | O=C(Nc1ccc(N2CCN(C(=O)c3cccs3)CC2)cc1)c1ccc(Br)o1
-6% | CC(C)(C)c1ccc(C(=O)OCC(=O)NCc2ccco2)cc1
39%[activator] | Nc1nc(Nc2ccccc2)nc(C(F)(F)F)n1
6% | Cc1cccc(C)c1NC(=O)CNC(=O)c1ccc2c(c1)OCCO2
11% | O=C(CN1CCN(S(=O)(=O)c2ccccc2F)CC1)Nc1ccnn1C1CCCC1
8% | COc1ccc(C(=O)CN2C(=O)NC3(CCCc4ccccc43)C2=O)cc1 (configuration not stated)
36%[activator] | O=C(CSc1nnc(-c2ccccc2F)o1)NC1CC1
-2% | COc1ccccc1C(=O)Nc1nnc(CCc2ccccc2)s1
1% | Cc1nc2ccccc2c(N)c1C(=O)/C=C/c1ccccc1
-15% | CCOC(=O)C1CCN(C(=O)C2CCCN(S(=O)(=O)c3ccc(OCC)c(Cl)c3)C2)CC1 (configuration not stated)
9% | Cc1ccc(NC(=O)CN(CCc2ccccc2)S(C)(=O)=O)cc1
5% | CCN(C1CCCCC1)S(=O)(=O)c1c(C)n(C)c(=O)n(C)c1=O
-5% | COc1ccccc1CNC(=O)COC(=O)c1ccc(C)s1
4% | COc1ccc(C(=O)OCC(=O)NC2CC2)cc1F
-2% | CC(C)NC(=O)N(C)C[C@H]1Oc2ccc(NS(=O)(=O)c3ccc(F)cc3)cc2C(=O)N([C@H](C)CO)C[C@@H]1C
-3% | Cc1cccc2sc(NC(=O)CCNC(=O)c3ccco3)nc12
4%[2.29 µM] | Cc1nc2c(nnn2Cc2ccccc2Cl)c(=O)[nH]1
-2%[2.29 µM] | CCOc1ccc(C2NC(=O)NC(C)=C2C(=O)OCc2ccccc2)cc1 (configuration not stated)
-7% | C=CCN(C(=O)C1CC(=O)N(C2CCCC2)C1)c1nc(-c2ccc(S(C)(=O)=O)cc2)cs1 (configuration not stated)
8% | CC(=O)c1sc(NC(=O)c2cc(S(=O)(=O)N3CCOCC3)ccc2F)nc1C
-12% | Cc1ccc(CC(CC(=O)O)C(=O)Nc2ccc(Cl)cc2)cc1 (configuration not stated)
8% | COc1ccc(CN(C)C(=O)CSc2nnc(C3CC3)n2C2CC2)cc1
-3% | COC(=O)C1CCN(C(=O)COC(=O)c2cc([N+](=O)[O-])ccc2N2CCOCC2)CC1
-3% | COc1ccccc1NS(=O)(=O)c1ccc(C(=O)NCC(c2ccco2)N(C)C)cc1 (configuration not stated)
u | O=C(CCC(=O)N1CCSc2ccccc21)NCCc1ccccc1
2% | C=C(C)C(=O)OCC(O)COc1ccc(C(C)(C)c2ccc(OCC(O)COC(=O)C(=C)C)cc2)cc1 (configuration not stated)
-7% | CCCN(CC(=O)Nc1ccccc1C)C(=O)c1ccc(N2CCCCC2)c([N+](=O)[O-])c1
-7% | Cc1nn(C2CCS(=O)(=O)C2)c2nc(C3CC3)cc(C(=O)Nc3ccc(C(N)=O)cc3)c12 (configuration not stated)
3% | COc1ccc(CC(=O)OCC(=O)Nc2c(C)n(C)n(-c3ccccc3)c2=O)cc1OC
3% | CCOc1ccccc1C(=O)NCC(=O)NCC(C)(C)N1CCOCC1

Four of these compounds in a different format.
> O=C(COC(=O)CC1CCCC1)Nc1ccc(Cl)cn1
- L3MBTL1 block: 9%

> O=C(Nc1ccc(N2CCN(C(=O)c3cccs3)CC2)cc1)c1ccc(Br)o1
- L3MBTL1 block: -4%

> CC(C)(C)c1ccc(C(=O)OCC(=O)NCc2ccco2)cc1
- L3MBTL1 block: -6%

> Nc1nc(Nc2ccccc2)nc(C(F)(F)F)n1
- L3MBTL1 block: 39%[activator]

Continuation:
L3MBTL1 block | SMILES
4% | O=C(Nc1cc(Br)ccc1O)c1cc(-c2ccccc2)on1
66%[activator] | O=C(CCC(=O)N1CCN(c2ccccn2)CC1)c1ccc(Cl)s1
-10% | CCOC(=O)[C@H]1[C@H]2COc3ccc(Br)cc3[C@@H]2N2C(=O)CN(Cc3ccc(OC)cc3)C(=O)[C@@]12C
-6% | CCOc1ccccc1OCCCC(=O)Nc1cc(S(=O)(=O)N2CCOCC2)ccc1OC
7.9µM* | Oc1c(N=Nc2ccc(F)cc2)ccc2ccccc12
8% | O=C(NCCc1ccc(F)cc1)c1ccc(S(=O)(=O)N2CCCCC2)cc1
1% | O=C(Cn1cc([N+](=O)[O-])ccc1=O)N1CCCc2ccccc21
-8% | O=C(c1ccc(N2CCCC2)c([N+](=O)[O-])c1)N1CCN(S(=O)(=O)c2ccc(Cl)cc2)CC1
-2% | Cc1ccc([C@@H]2[C@@H]3C(=O)N(c4ccccc4)C(=O)[C@@H]3[C@]3(C)C(=O)N(Cc4ccccn4)CC(=O)N23)o1
-3% | CCN(Cc1cccs1)C(=O)CN1C(=O)NC2(CCCc3ccccc32)C1=O (configuration not stated)
3% | O=C(COC(=O)c1ncc(Cl)c(Cl)c1Cl)Nc1cccnc1Cl
7% | Cc1ccc(N(C)S(=O)(=O)c2cccc(C(=O)NCC(c3cccs3)N3CCOCC3)c2)cc1 (configuration not stated)
-6% | Cc1ccc(Cl)cc1Nc1nc(-c2cccnc2)cs1
11% | Cc1cc(C)cc(C(=O)N(CCc2ccccc2)C2CC3CCC(C2)N3C)c1 (configuration not stated)
3% | CCOC(=O)COc1cccc(C2NC(=O)c3ccccc3O2)c1 (configuration not stated)
-7% | Cc1cccc(OCCSc2nc3ccccc3n2CCC(=O)O)c1
3% | CCC(=O)c1ccc(OCC(=O)N2CCN(c3ncccn3)CC2)cc1
-6% | CC(C#N)(NC(=O)COC(=O)c1ccccc1NCCO)C1CC1 (configuration not stated)
0% | CCC(Cc1ccccc1)NS(=O)(=O)c1c(C)nc2sccn2c1=O (configuration not stated)
-4% | CC(OC(=O)c1n[nH]c2ccccc12)C(=O)Nc1ccccc1[N+](=O)[O-] (configuration not stated)
-27% | O=C(CNC(=O)c1ccccc1F)Nc1ccc2c(c1)OCO2
u | CCOc1ccc(Oc2ccccc2NC(=O)CN2C(=O)NC3(CCCC3)C2=O)cc1
2% | Cc1ccc(CNC(=O)c2ccc(CNS(=O)(=O)c3ccc4c(c3)C(C)(C)C(=O)N4C)cc2)o1
-3% | CCOc1ccccc1NC(=O)CN1C(=O)NC(Cc2c[nH]c3ccccc23)C1=O (configuration not stated)
9% | CC(C)Cc1ccccc1O
-1% | COc1ccc(NC(=O)COC(=O)c2ccc3ccccc3n2)cc1
-3%[2.29 µM] | COc1ccccc1N1N=C(c2ccc([N+](=O)[O-])cc2)CC1c1ccccc1 (configuration not stated)
5% | CCN(CC)C(=O)c1[nH]cnc1C(=O)Nc1ccccc1
u | CCOc1ccc(/C=N/N2CCN(Cc3ccccc3)CC2)cc1
-1% | CC[C@]12c3[nH]c4cc(CCC(=O)N(C)C)ccc4c3CCN1C(=O)[C@@H](CC(=O)NC(C)(C)C)C[C@@H]2C(=O)N1CCN(C(=O)c2ccco2)CC1

Fetched by compound from the list above:
L3MBTL1 block | SMILES
11% | Cc1cc(C)cc(C(=O)N(CCc2ccccc2)C2CC3CCC(C2)N3C)c1 (configuration not stated)
u | CCOc1ccc(/C=N/N2CCN(Cc3ccccc3)CC2)cc1

Records listed above shown as hits in L3MBTL1 block.
L3MBTL1 block | SMILES
7.9µM* | Oc1c(N=Nc2ccc(F)cc2)ccc2ccccc12

Continuation.
L3MBTL1 block | SMILES
-3% | O=C(C[C@@H]1C/C=C\C[C@@H](Cc2ccc(F)cc2)C(=O)OC[C@@H]2CCCN2C1=O)N[C@H](CO)Cc1ccccc1
0% | O=C(NNC(=O)c1ccc(S(=O)(=O)N2CCCC2)cc1)c1ccc(Br)cc1
-14% | CN1CCC(N(C)S(=O)(=O)c2ccc(NC(=O)COc3ccc([N+](=O)[O-])cc3)cc2)CC1
4% | O=C(COC(=O)c1nn(CCO)c(=O)c2ccccc12)Nc1ccc(Cl)c(Cl)c1
-6% | Cc1ccc(S(=O)(=O)Nc2nc(-c3ccccc3)cs2)cc1
1% | Cc1ccccc1C(=O)NNC(=O)c1cc(S(=O)(=O)N2CCOCC2)ccc1C
-3% | O=C(Nc1ccc(S(=O)(=O)N2CCCCC2)cc1)c1cccnc1Cl
-1% | Cc1ccc2c(c1)N(CC(=O)N1CCCC1)C(=O)CO2
0% | Cc1cc(F)ccc1S(=O)(=O)Nc1ccc(C(=O)N2CCCCCC2)cc1
5% | COc1ccc(C2=NN(C(=O)CCC(=O)O)C(c3ccccc3OC)C2)cc1 (configuration not stated)
-14% | Cc1cc(C(=O)NCC(C)(C)N2CCOCC2)c(C)o1
-1% | CCCCNC(=O)CSc1nc(Cc2ccccc2)nc2ccccc12
3% | Cc1noc(C)c1NC(=O)Nc1cccc2c1O[C@H](CN(C)S(=O)(=O)c1c(C)noc1C)[C@@H](C)CN([C@H](C)CO)C2=O
1% | COc1ccc(Cl)cc1NC(=O)CN(C)C(=O)c1ccc(C)s1
0% | Cc1c(Cl)cccc1NC(=O)Cc1cccs1
4% | CCOc1cccc2cc(C(=O)N3CC(C)OC(C)C3)c(=O)oc12 (configuration not stated)
-22% | COc1ccc(OC)c2sc(N3CCN(C(=O)c4ccc([N+](=O)[O-])s4)CC3)nc12
4% | CC1CCN(S(=O)(=O)CCNC(=O)c2ccccc2)CC1
27% | COc1ccccc1N1CCN(C(=S)Nc2ccc(F)cc2)CC1
u | CCCCOc1cc(NCc2ccccc2)c2ncn(C(C)C)c2c1
-12% | Cc1ccc(NC(=O)C2=CC(c3ccc(C)cc3)=NS(=O)(=O)N2C)cc1
-8% | O=C(Nc1ccc(C2CC2(Cl)Cl)cc1)c1cccc([N+](=O)[O-])c1 (configuration not stated)
-2% | O=C(CCS(=O)(=O)c1ccc(F)cc1)Nc1ccc(N2CCN(Cc3ccccc3)CC2)cc1
-1% | COc1cc(C(=O)OCC(=O)Nc2ccc(S(=O)(=O)NC3=NCCCCC3)cc2)cc(OC)c1OC
-6% | CC(=O)Nc1c(-c2ccccc2)c2cc(Br)ccc2[nH]c1=O
-10% | CCOC(=O)[C@H]1[C@H]2COc3ccc(Cl)cc3[C@@H]2N2C(=O)CN(Cc3ccco3)C(=O)[C@@]12C
-4% | Cc1cccc(N2CCN(C(=O)c3ccc4nccnc4c3)CC2C)c1 (configuration not stated)
8% | Cc1ccc(S(=O)(=O)Nc2ccc(C(=O)NCCCN3CCOCC3)cc2)cc1[N+](=O)[O-]
1% | CCCN(C(=O)CSc1ccccc1C(=O)O)C1CCS(=O)(=O)C1 (configuration not stated)
u | NS(=O)(=O)c1cc(Cl)c(NC(=O)COC(=O)c2ccccn2)c(Cl)c1
6% | C=CCOC1=CS(=O)(=O)N(Cc2ccc(Br)cc2)c2ccc(Br)cc21
-5% | Cc1cc(NC(=O)CC(C)C)c(=O)n(Cc2c(F)cccc2Cl)c1
-3% | Cc1ccccc1NC(=O)c1nc(S(C)(=O)=O)ncc1Cl
-3% | O=C(CN1CCN(c2ccccn2)CC1)Nc1ccccc1C(=O)Nc1ccccc1
1% | Cc1ccc(S(=O)(=O)Nc2nnc(CC(C)(C)C)s2)cc1
-8% | COc1cc(C(=O)NCCCN2CCCC2=O)ccc1OCc1ccc(Cl)cc1Cl
-11% | C#CCOCCOCCOCCNc1nc(N2CCN(C(=O)CCCCCCCCCCNC(=O)[C@@H](CCC(=O)O)n3cc(CCCCCN)nn3)CC2)nc(N2CCN(C(=O)CCCCCCCCCCNC(=O)[C@H]([C@@H](C)CC)n3cc(CCCCCN)nn3)CC2)n1
u | Cc1cccc(C(=O)OCC(=O)c2ccc(CC(=O)N3CCOCC3)s2)c1C
-9% | C#CCOCCOCCOCCNc1nc(N2CCN(C(=O)CCCCCCCCCCNC(=O)[C@H](CCCCN)n3cc(C[C@@H](C)CC)nn3)CC2)nc(N2CCN(C(=O)CCCCCCCCCCNC(=O)[C@@H]([C@H](C)O)n3cc(C)nn3)CC2)n1
-4% | C/C(=N\NC(=O)c1cccc(S(=O)(=O)N2CCCC2)c1)c1ccc(OCC(=O)N(C)C)cc1

Screening data: PubChem, National Center for Advancing Translational Sciences (NCATS)
